# Bioassay records deposited in PubChem BioAssay by several laboratories.
# CF NFkB block: inhibitors of cystic fibrosis induced NF-kB; KKLEB NF-kB-GFP reporter, PAF-induced, GFP fluorescence overnight; hit rate 0.86% among 360,000; inhibition, % at 5 µM;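 active = at least 50% inhibition at 5 µM, scaled per plate between neutral and stimulator controls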;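 also: PAF is a Pseudomonas aeruginosa culture filtrate used as stimulus; plate controls were PAF-stimulated DMSO wells for no effect and unstimulated DMSO wells for full effect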
# Peg3 promoter: Peg3 promoter activity inhibition; inhibition, % at 20 µM; AID 588405; HeLa PEG-Prom luciferase reporter, luminescence, overnight; hit rate 1.7% among 360,000;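 active = inhibition of at least 50% at 20 µM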
# PDI inh: PDI (human) enzyme inhibition; PDI insulin aggregation turbidity, A650, 90 min; inhibition, % at 10 µM; hit rate 0.052% among 350,000; AID 588391;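 active = mean inhibition across replicates of 30% or more, whatever share of single replicates reach that level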;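 also: absorbance from insulin aggregation driven by PDI reduction with DTT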
# Target sequence (P07237 whole entry, looked up): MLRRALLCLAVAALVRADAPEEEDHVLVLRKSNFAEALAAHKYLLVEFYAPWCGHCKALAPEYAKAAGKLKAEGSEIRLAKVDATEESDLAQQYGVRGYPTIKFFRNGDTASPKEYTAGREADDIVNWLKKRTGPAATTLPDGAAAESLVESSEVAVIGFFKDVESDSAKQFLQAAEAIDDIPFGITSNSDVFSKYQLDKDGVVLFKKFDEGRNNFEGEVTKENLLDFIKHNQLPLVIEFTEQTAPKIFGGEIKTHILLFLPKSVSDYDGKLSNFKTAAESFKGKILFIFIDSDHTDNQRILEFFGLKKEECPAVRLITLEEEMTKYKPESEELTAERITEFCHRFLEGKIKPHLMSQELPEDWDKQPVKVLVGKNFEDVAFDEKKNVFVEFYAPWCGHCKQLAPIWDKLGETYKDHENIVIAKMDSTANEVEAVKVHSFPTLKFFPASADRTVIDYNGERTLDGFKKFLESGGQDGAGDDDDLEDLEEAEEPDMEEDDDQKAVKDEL
# Vif imaging: blocks HIV Vif function | HEK293T cells, Vif self-association by quenched fluorescence, imaging, 24 h | AID 602346 | hit rate 0.35% among 340,000 | inhibition, % at 7.49 µM; in the data active = inhibition above about 50%, passing the limit was not always enough; also: some results filed as inactive read as strong as hits
# NR2E3 ag-1: human photoreceptor-specific nuclear receptor agonism. Q9Y5X4. CHO-S Gal4-NCOR/VP16-NR2E3 two-hybrid, luciferase. hit rate 0.35% among 360,000. inhibition of corepressor binding, % at 3.98 µM. AID 602229;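 active = inhibition above the mean of all tested compounds plus 3 SD, cut at about 70% in these data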;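 also: 0% = DMSO with NR2E3 transfected cells and 100% = cells lacking NR2E3 construct; higher means lower luciferase signal from less NR2E3 corepressor binding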
# Target sequence (Q9Y5X4 whole entry, looked up, the tested form may be a part): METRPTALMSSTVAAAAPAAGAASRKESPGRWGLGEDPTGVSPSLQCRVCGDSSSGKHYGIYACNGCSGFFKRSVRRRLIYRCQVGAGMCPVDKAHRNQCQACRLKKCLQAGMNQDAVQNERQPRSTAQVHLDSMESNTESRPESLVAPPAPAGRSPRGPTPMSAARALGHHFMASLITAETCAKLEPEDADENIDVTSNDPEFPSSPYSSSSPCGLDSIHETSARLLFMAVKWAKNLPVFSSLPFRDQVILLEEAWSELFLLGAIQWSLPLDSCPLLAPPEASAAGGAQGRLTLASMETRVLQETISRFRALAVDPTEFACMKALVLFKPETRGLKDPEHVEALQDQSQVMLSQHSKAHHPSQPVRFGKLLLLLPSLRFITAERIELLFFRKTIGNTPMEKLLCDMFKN
# HIF-2a block: inhibitors of HIF-2a | 786-0 RCC cells HIF-2a reporter, luciferase luminescence, overnight | inhibition, % at 18.8 µM | hit rate 0.72% among 360,000 | AID 624352;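 active = inhibition of the luminescence signal of 40% or more relative to plate controls, in a single-dose primary screen at 18.75 µM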
# CaV13 FRET inh: Disruptors of the CACNA1D IQ motif to Ca2+-dependent inactivation inhibitor domain association, primary screening, Förster resonance energy transfer in intact living …; inhibition, % at 12.3 µM; hit rate 0.098% among 340,000; AID 743397; HEK cells, CFP/YFP FRET ICDI-IQ, plate reader, 10 min; percent FRET-ratio fall versus neutral wells;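 active = mean replicate inhibition of at least 30% and at least 1% of replicates passing that level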;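 also: 0% = median of the neutral control wells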
# KKLEB cytotox: counter-screen for CF NF-kB inhibitors: cytotoxicity; KKLEB CF airway cells viability, ATPlite luminescence, overnight; hits give low values; cells stimulated with P. aeruginosa culture filtrate; activity change (cytotoxicity), % at 5 µM; hit rate 0.36% among 360,000; AID 602141;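 active = corrected activity change at or below -50% at 5 µM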
# TRPM1 prom inh: MITF TRPM1 promoter inhibition in SK-MEL-5 cells. SK-MEL-5 TRPM1 promoter luciferase, 24 h. inhibition, % at 12.5 µM. hit rate 0.83% among 330,000. AID 488899;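 active = mean inhibition across replicates of 60% or more, whatever share of single replicates reaches that level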; also: values of inactives mirror those of a sister screen read the other way
# Shn3 inh set2: Schnurri-3 reporter inhibition in Clone20 osteoblasts | Clone20 osteoblast Shn3 3'UTR firefly luciferase, 24 h | inhibition, % at 12.5 µM | hit rate 0.52% among 360,000;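 active = mean inhibition of at least 75% with every replicate also reaching 75%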;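 also: 0% = median of neutral control wells and 100% = pilot-screen positive control compound; some compounds past the cut are filed as inactive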
# NR2E3 ag-2: activates human photoreceptor nuclear receptor NR2E3; GST-NR2E3/biotin-RetCOR TR-FRET, 1536-well; inhibition of corepressor binding, % at 4.78 µM; hit rate 0.12% among 320,000; AID 2300;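 active = percent inhibition above the cutoff of mean plus 3 SD of all tested compounds, set per screening campaign, cut at about 20% in these data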;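 also: 0% = DMSO wells and 100% = biotin wells as full block of FRET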
#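 system = GST-tagged NR2E3 plus biotinylated RetCOR corepressor | input = 1.35 nM GST-NR2E3 | also added = 7 nM biotin-RetCOR | schedule = 5 h incubation at 4 °C | measured by = TR-FRET with europium anti-GST and streptavidin-D2, 340 nm excitation | read-out = percent loss of FRET ratio relative to control wells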
# * = called active by the depositor; . = no result given.
[1] Cc1cn([C@H]2C[C@H](O)[C@@H](/C=C/C(=O)NCCC(C)C)O2)c(=O)[nH]c1=O
[2] CCc1cc(C(=O)OC)c(NC(=O)CCC(=O)O)s1
[3] O=C(Nc1nc2c(Br)cc(Br)cc2c(=O)s1)c1ccco1
[4] COC(=O)c1ccccc1NC(=O)CC(=O)Nc1ccccc1C(=O)OC
[5] COc1cc(Cl)c(C)cc1NC(=O)CN1C(=O)C2CCCCC2C1=O (configuration not stated)
[6] CC(C)(C)/C(O)=C/c1nc2cc(Cl)ccc2oc1=O
[7] COc1ccc(NC(=O)Nc2ccc(F)cc2F)c(C)c1
[8] CC(NC(=O)c1ccco1)c1ccc2c(c1)OCCO2 (configuration not stated)
Compound	1	2	3	4	5	6	7	8
CF NFkB block	12.8	3.6	31.4	-26.9	-1.3	-13.6	1.0	10.4
Peg3 promoter	0.4	1.5	22.6	-13.9	8.1	-21.0	-80.4	-1.0
PDI inh	.	-0.7	-3.3	-7.1	-4.1	5.9	2.3	0.0
Vif imaging	6.1	-0.4	-4.7	3.2	16.7	5.6	-5.7	-0.9
NR2E3 ag-1	-1.6	-3.8	18.8	-16.7	-19.9	-6.8	-3.8	-0.6
HIF-2a block	10.5	15.9	2.7	-36.1	6.0	5.5	-52.0	20.7
CaV13 FRET inh	-5.3	-5.7	2.2	-1.3	-13.6	-18.7	-7.8	-5.5
KKLEB cytotox	-17.0	-2.5	-28.5	7.0	3.0	1.9	4.6	-5.1
TRPM1 prom inh	.	-0.2	-9.1	-14.8	.	1.9	-30.9	3.3
Shn3 inh set2	7.7	0.2	.	0.2	-23.1	.	-17.3	6.1
NR2E3 ag-2	.	-1.7	-0.1	0.8	-0.6	0.7	1.3	-2.2

# Whole records as entered above. Screens in order: CF NFkB block | Peg3 promoter | PDI inh | Vif imaging | NR2E3 ag-1 | HIF-2a block | CaV13 FRET inh | KKLEB cytotox | TRPM1 prom inh | Shn3 inh set2 | NR2E3 ag-2
# `CCc1cc(C(=O)OC)c(NC(=O)CCC(=O)O)s1` is listed as 3.6 | 1.5 | -0.7 | -0.4 | -3.8 | 15.9 | -5.7 | -2.5 | -0.2 | 0.2 | -1.7
# `O=C(Nc1nc2c(Br)cc(Br)cc2c(=O)s1)c1ccco1` is listed as 31.4 | 22.6 | -3.3 | -4.7 | 18.8 | 2.7 | 2.2 | -28.5 | -9.1 | . | -0.1
# `COc1cc(Cl)c(C)cc1NC(=O)CN1C(=O)C2CCCCC2C1=O` (configuration not stated) is listed as -1.3 | 8.1 | -4.1 | 16.7 | -19.9 | 6.0 | -13.6 | 3.0 | . | -23.1 | -0.6
# `CC(NC(=O)c1ccco1)c1ccc2c(c1)OCCO2` (configuration not stated) is listed as 10.4 | -1.0 | 0.0 | -0.9 | -0.6 | 20.7 | -5.5 | -5.1 | 3.3 | 6.1 | -2.2

# Additional entries follow:
[9] C[C@H](CO)N1C[C@H](C)[C@@H](CN(C)S(=O)(=O)c2ccc(F)cc2)Oc2c(NC(=O)Nc3ccc(C(F)(F)F)cc3)cccc2C1=O
[10] O=C(CNC(=O)c1cc(Cl)nc2ccccc12)Nc1ccccc1Br
[11] O=c1[nH]cnc2scc(-c3ccc(F)cc3)c12
[12] CCOC(=O)C1=C(CC)OC(N)=C(C#N)C1c1ccc(F)cc1F (configuration not stated)
[13] COc1ccccc1C(=O)Nc1ccc2c(c1)nc(CN1CCCCC1)n2C
[14] O=C(NCCCNC(=O)C(F)(F)C(F)F)C(F)(F)C(F)F
[15] CC(=O)c1cc(OC(=O)c2ccncc2)ccc1OC(=O)c1ccncc1
[16] O=C1Nc2ccc([N+](=O)[O-])cc2C1=Nc1cccc(CO)c1
Compound	9	10	11	12	13	14	15	16
CF NFkB block	-0.7	-20.2	0.4	8.0	8.7	-4.1	1.6	5.1
Peg3 promoter	2.1	28.5	-3.9	8.5	-23.5	-2.1	6.9	-6.1
PDI inh	0.3	-2.7	-0.5	1.2	7.2	5.0	-6.8	1.0
Vif imaging	.	-2.7	2.7	5.1	1.0	-1.3	.	-0.4
NR2E3 ag-1	-3.0	7.6	6.9	-8.6	5.0	-11.7	-19.5	7.5
HIF-2a block	2.2	17.4	25.2	11.4	-49.1	4.0	1.4	1.4
CaV13 FRET inh	-4.7	-2.3	-3.4	-1.3	1.6	-4.1	.	-4.9
KKLEB cytotox	-13.5	21.0	-2.9	6.6	-0.5	-0.2	7.1	3.6
TRPM1 prom inh	2.8	4.7	-11.4	0.4	-13.7	3.1	0.7	5.1
Shn3 inh set2	15.1	-16.5	-4.5	-0.7	-20.4	14.8	9.6	-4.2
NR2E3 ag-2	.	1.4	-2.4	4.2	5.7	-0.5	1.5	.

[17] CCSc1nnc(CCNS(=O)(=O)c2ccc(C(C)=O)cc2)n1C
[18] Cc1nc(CS(=O)(=O)c2ccccn2)sc1C(=O)NNC(=O)c1c(F)cccc1Cl
[19] Cc1cccc(C(=O)N/N=C/C(C)Cc2ccc3c(c2)OCO3)c1 (configuration not stated)
[20] O=C(CSc1c2c(nc3ccccc13)CCC2)N1CCCC1
[21] COCCN1Cc2cccc(C(=O)Nc3cc(C)cc(C)c3)c2C1=O
[22] Cc1nn(-c2ccccc2)nc1CNC(=O)C1CCC1
[23] N#Cc1ccc(-c2cccnc2)nc1SCC(N)=O
[24] CC1Oc2ccccc2N(Cc2cccc(F)c2)C1=O (configuration not stated)
Compound	17	18	19	20	21	22	23	24
CF NFkB block	1.8	-9.2	-18.7	-16.4	3.7	12.1	11.5	11.0
Peg3 promoter	4.5	4.8	10.6	17.1	16.5	-0.3	-3.2	12.5
PDI inh	-0.5	1.3	-17.4	-11.9	-2.6	0.5	-5.2	3.3
Vif imaging	4.4	.	-3.0	-1.7	-13.7	-3.0	-0.6	4.2
NR2E3 ag-1	-2.5	-11.6	7.7	-8.0	-21.9	-11.9	13.7	2.8
HIF-2a block	9.1	10.0	-7.3	7.6	11.4	-8.2	-8.0	19.1
CaV13 FRET inh	-2.9	-1.8	-3.6	-2.7	.	-12.7	-5.3	-22.2
KKLEB cytotox	10.6	2.4	17.9	8.7	-7.6	-3.1	0.5	-15.6
TRPM1 prom inh	.	-2.3	6.2	-2.5	-11.7	-1.9	.	7.6
Shn3 inh set2	-0.4	-11.9	-1.4	13.8	-4.9	-27.8	-11.9	7.1
NR2E3 ag-2	-3.2	-2.8	-1.8	2.4	-5.4	2.4	-1.5	0.0

# Brought forward from above: 2 compounds, then new ones.
[23] N#Cc1ccc(-c2cccnc2)nc1SCC(N)=O
[24] CC1Oc2ccccc2N(Cc2cccc(F)c2)C1=O (configuration not stated)
[25] O=C(CCn1c(=S)oc2ccccc21)NC1CCCCCCC1
[26] COc1cccc(NC(=S)N2C3CCCC2CC(NC(=O)C2CC2)C3)c1 (configuration not stated)
[27] C=CCN(CC=C)C(=O)C1CCN(S(=O)(=O)c2ccc(-n3cnnn3)cc2)CC1
[28] Cc1ccc2nc(C)c(C(=O)N/N=C/c3cccs3)cc2c1
[29] CC(C)CCNC(=O)C1(C)CCN1Cc1ccc(-c2ccccn2)cc1 (configuration not stated)
[30] NC(=O)c1ccc(-n2nnnc2SCC(=O)Nc2ccc(F)cc2)cc1
[31] O=C(CSc1nnc(CNC(=O)c2ccc(F)cc2)o1)c1ccccc1
[32] Cc1nc2c(o1)C(=O)c1ccccc1C2=Nc1ccccc1
Compound	23	24	25	26	27	28	29	30	31	32
CF NFkB block	11.5	11.0	1.8	9.1	-4.9	10.3	-7.7	3.2	-19.9	88.6*
Peg3 promoter	-3.2	12.5	5.4	-5.2	14.0	-16.3	-4.2	-2.9	6.1	103.8*
PDI inh	-5.2	3.3	-7.2	-8.1	7.5	8.2	2.4	3.0	-1.1	1.4
Vif imaging	-0.6	4.2	-10.3	2.3	6.8	-1.0	.	4.5	.	8.9
NR2E3 ag-1	13.7	2.8	-18.6	-11.2	15.9	-1.1	14.0	5.1	-10.6	-19.5
HIF-2a block	-8.0	19.1	7.8	8.8	6.8	-24.2	-20.0	13.7	12.4	8.0
CaV13 FRET inh	-5.3	-22.2	-6.8	-3.8	-3.1	-2.2	-6.2	-4.8	-5.2	-6.9
KKLEB cytotox	0.5	-15.6	4.0	-11.6	0.3	7.1	10.7	-6.5	-5.7	-84.3*
TRPM1 prom inh	.	7.6	-0.1	-4.2	12.9	-7.1	.	5.0	3.7	93.7*
Shn3 inh set2	-11.9	7.1	1.6	1.5	-6.8	-17.2	-19.2	1.2	1.8	94.4*
NR2E3 ag-2	-1.5	0.0	1.0	6.9	3.0	3.3	.	-0.3	-2.4	.

[33] N#CCc1c(C#N)c(N)nc(N2CCN(S(=O)(=O)c3ccccc3)CC2)c1C#N
[34] CC(=O)NC(c1cccc(F)c1)c1nc(-c2cccc(C(C)C)c2)cs1 (configuration not stated)
[35] C/C(O)=C(\C#N)c1nc2ccccc2[nH]1
[36] O=C(CSc1nnc2c3ccccc3c3ccccc3c2n1)Nc1ccccc1F
[37] COc1ccc(N(C)S(=O)(=O)c2cccc(C(=O)NCc3ccc4c(c3)OCO4)c2)cc1
[38] C#CCOCCOCCOCCNc1nc(N2CCN(C(=O)[C@H]([C@@H](C)CC)n3cc(CCCN=C(N)N)nn3)CC2)nc(N2CCN(C(=O)[C@H](CCCCN)n3cc(CCC(=O)O)nn3)CC2)n1
[39] CC(=O)N1CCN(c2ccccc2NC(=S)NC(=O)c2cc3ccccc3o2)CC1
[40] O=C(O)c1ccc(NC(CSCc2ccc(F)cc2)C(=O)O)c([N+](=O)[O-])c1 (configuration not stated)
[41] CCCCN(C)C(=O)C1CCN(c2ccc(S(=O)(=O)N3CCOCC3)cc2[N+](=O)[O-])CC1
[42] CCOC(=O)CNC(=O)c1sc2nc(C)cc(C)c2c1N
Compound	33	34	35	36	37	38	39	40	41	42
CF NFkB block	9.4	-22.6	12.9	-26.9	0.1	-9.0	1.8	-2.2	-0.5	6.5
Peg3 promoter	30.0	17.6	17.6	-1.2	6.7	5.2	20.0	15.3	6.1	-82.2
PDI inh	-2.5	1.5	-7.8	6.8	-4.7	-2.0	-8.1	17.4	0.1	-1.5
Vif imaging	14.8	0.3	51.1*	11.0	-7.4	4.2	-1.5	6.1	-1.5	-7.1
NR2E3 ag-1	1.3	0.0	8.2	3.5	-5.5	6.5	-7.9	4.2	-6.5	-29.8
HIF-2a block	28.1	2.5	2.4	19.2	8.4	14.0	10.4	11.7	-1.0	-54.4
CaV13 FRET inh	.	-5.8	.	.	-4.8	-8.7	-5.7	.	-5.7	.
KKLEB cytotox	1.0	8.4	1.2	-3.8	-2.4	7.5	-6.6	4.5	14.3	-17.3
TRPM1 prom inh	6.4	.	-5.4	20.2	-3.6	-7.6	22.7	0.1	7.1	-4.8
Shn3 inh set2	1.4	11.5	2.2	47.1	20.4	-11.6	-10.6	2.5	0.0	-12.0
NR2E3 ag-2	2.5	.	0.0	-9.2	-2.1	6.0	-0.4	8.1	-2.9	-1.5

# No enrichment for hits; about 3.3% have a hit in one of these screens.
